High-throughput results: PubChem, several laboratories
DAGLB inh = diacylglycerol lipase beta (human) inhibition. Q8NCG7. HEK293T DAGLB membrane lysate, EnzChek fluorogenic substrate. inhibition, % at 5.17 µM. hit rate 0.059% among 340,000; in the data active = inhibition above about 34%;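 note: 0% = enzyme with vehicle and 100% = wells lacking enzyme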
Target sequence (Q8NCG7 whole entry, looked up): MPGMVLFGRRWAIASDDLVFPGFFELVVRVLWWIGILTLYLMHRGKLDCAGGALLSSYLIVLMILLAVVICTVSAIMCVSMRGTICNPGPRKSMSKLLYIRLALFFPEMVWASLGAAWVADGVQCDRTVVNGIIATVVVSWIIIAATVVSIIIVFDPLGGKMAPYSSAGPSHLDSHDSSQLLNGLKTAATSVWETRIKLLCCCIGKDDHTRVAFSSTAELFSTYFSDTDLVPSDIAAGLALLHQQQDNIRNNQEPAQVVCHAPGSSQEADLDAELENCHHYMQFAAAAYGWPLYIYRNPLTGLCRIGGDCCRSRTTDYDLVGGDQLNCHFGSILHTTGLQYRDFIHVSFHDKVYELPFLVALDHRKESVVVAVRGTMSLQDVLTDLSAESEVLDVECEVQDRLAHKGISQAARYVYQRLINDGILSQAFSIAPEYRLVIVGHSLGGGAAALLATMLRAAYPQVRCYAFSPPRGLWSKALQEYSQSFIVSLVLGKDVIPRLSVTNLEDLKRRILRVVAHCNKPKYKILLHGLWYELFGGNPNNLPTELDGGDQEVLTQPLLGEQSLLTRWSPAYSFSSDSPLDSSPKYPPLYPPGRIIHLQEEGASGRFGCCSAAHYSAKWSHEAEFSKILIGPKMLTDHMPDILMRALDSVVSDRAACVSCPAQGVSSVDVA
Keap1 Nrf2 FP = Keap1-Nrf2 (human) interaction inhibition; inhibition, % at 9.4 µM; hit rate 0.15% among 340,000; Keap1 Kelch-Nrf2 peptide fluorescence polarization, 1536-well; Q14145; in the data active = inhibition above about 12%;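 note: human Keap1 Kelch domain with fluorescein labeled Nrf2 9mer peptide probe; 0% = neutral control wells and 100% = peptide positive control; higher means more block of Keap1 binding to Nrf2 peptide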
PKA-R2B activ = PKA-R2B complex activation; P22694+P31323; PKA-R2B holoenzyme dissociation, Cy5-IP20 fluorescence polarization; R2B truncated from residue 108, S112A mutant; 0% DMSO only, 100% 113 µM cGMP; activation, % at 11.4 µM; hit rate 0.079% among 340,000; AID 504700;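 active = activation above a cutoff set at the mean over all compounds plus 3 SD, cut at about 18% in these data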;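 note: higher means more holoenzyme dissociation and a rise in polarization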
RTF Ca sens inh = cardiac RTF calcium desensitization | P19429+P45379 | IANBD-labeled cardiac RTF, Ca2+ fluorescence | inhibition, % at 7.15 µM | hit rate 0.12% among 340,000 | AID 493244;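 active = inhibition above the mean inhibition of all tested compounds plus 3 SD, cut at about 17% in these data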;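 note: assay run at fixed EC70 calcium of 1.6 mM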
CAL PDZ FP-1 = CAL PDZ (human) peptide binding inhibition. hit rate 0.92% among 300,000. purified CAL PDZ, TMR-peptide fluorescence polarization, 1 h. Q9HD26. inhibition, % at 24.9 µM. AID 602252;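 active = mean inhibition of at least 30% with at least half of replicates also reaching 30%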;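 note: 0% = DMSO neutral control and 100% = excess unlabeled competitor peptide PRC23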
CAL PDZ FP-2 = inhibitors of human CAL PDZ peptide binding; inhibition, % at 20 µM; purified CAL PDZ, TMR-peptide fluorescence polarization, 1 h; hit rate 0.02% among 330,000; Q9HD26; AID 504414;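 active = highest replicate inhibition of at least 40%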;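 note: plate controls were DMSO neutral control wells for no effect and unlabeled competitor peptide control wells for full effect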
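Test system: purified CerCALP PDZ construct; Compound dosing: one concentration, 20 µM compound; Also added: TMR-labelled reporter peptide T*-PRC34 bound in PDZ groove; Read-out: inhibition from polarization loss; Controls: unlabelled peptide and DMSO controls; Signal: FP readout, S and P plane fluorescence; Incubation: 1 h at RT.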
SR-BI DiI-HDL act = activators of SR-BI mediated HDL lipid uptake; CHO ldlA[mSR-BI] cells, DiI-HDL uptake fluorescence, 3 h; 100 = double the neutral-control signal; hit rate 0.096% among 320,000; activation, % at 12.5 µM;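 active = mean replicate activation of at least 60% and every replicate at or above 60%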;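 note: 0% = median plate neutral-control signal and 100% = twice that signal; values of inactives mirror those of a sister screen read the other way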
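Material: SR-BI-overexpressing, LDLR-lacking CHO cells | Dosing: Single compound concentration, delivered by pin transfer | Probe or stimulus: Labelled HDL, 10 µg/mL | Signal: Bottom-read cell fluorescence after medium removal, ex 550/em 595 nm | Schedule: 3 h, 37 °C | Evaluation: HDL uptake via cellular fluorescence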
LANA DNA inh = blocks KSHV LANA C-terminal domain binding to DNA | MBP-C-LANA/FAM-LBS DNA binding, fluorescence polarization | inhibition, % at 9 µM | hit rate 0.078% among 340,000 | AID 504423;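 active = highest replicate inhibition at or above 60% at 9 µM, even if other replicates fall short; inactive = all replicates below 60% inhibition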;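 note: 0% = neutral control wells and 100% = 4 µM acridine orange control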
cardiac RTF act = increases calcium sensitivity of human cardiac regulated thin filaments; IANBD-labeled TnC RTF fluorescence at EC20 calcium; 0% EC20 calcium, 100% full calcium; activation, % at 7.2 µM; hit rate 0.24% among 340,000; AID 493008;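 active = activation above the mean over all tested compounds plus 3 SD, cut at about 30% in these data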;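 note: rise in fluorescence read as greater calcium sensitivity of cardiac thin filaments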
Rtt109 HAT inh = C. albicans Rtt109 histone acetyltransferase inhibition; inhibition, % at 34.9 µM; Q5AAJ8; hit rate 0.16% among 330,000; purified Rtt109/Vps75, ThioGlo CoA-SH fluorescence, 4 h; AID 540336;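 active = inhibition of at least 50% in every replicate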
Target sequence (Q5AAJ8 whole entry, looked up): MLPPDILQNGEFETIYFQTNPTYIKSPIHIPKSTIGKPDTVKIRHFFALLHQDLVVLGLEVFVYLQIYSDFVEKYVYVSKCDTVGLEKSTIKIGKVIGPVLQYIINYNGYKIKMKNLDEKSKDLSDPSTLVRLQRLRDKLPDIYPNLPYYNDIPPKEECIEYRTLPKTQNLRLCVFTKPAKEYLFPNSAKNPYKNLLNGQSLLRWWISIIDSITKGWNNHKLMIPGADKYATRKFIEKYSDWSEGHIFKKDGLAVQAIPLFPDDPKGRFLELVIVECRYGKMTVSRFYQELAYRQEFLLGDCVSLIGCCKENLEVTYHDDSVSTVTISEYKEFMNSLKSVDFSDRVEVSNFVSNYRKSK
Active calls of the source: *; · = no result given.

Each structure is followed by: DAGLB inh	Keap1 Nrf2 FP	PKA-R2B activ	RTF Ca sens inh	CAL PDZ FP-1	CAL PDZ FP-2	SR-BI DiI-HDL act	LANA DNA inh	cardiac RTF act	Rtt109 HAT inh
> CC(N=C(NS(=O)(=O)c1ccc(Cl)cc1)c1ccccc1)C(=O)O (stereo not given)
    1	4	-2	-6	-3	-1.2	-4	-0.6	1	5
> Cc1nc(C)c(CC(=O)N/N=C/c2ccc(O)cc2)c(=O)[nH]1
    -3	1	1	-2	56*	0.3	29	-1.0	4	-4
> Cc1cc(Cl)ccc1OCC(=O)N/N=C1\CCCc2ccccc21
    0	2	0	-1	·	0.3	-5	-1.3	-1	2
> O=C1c2cccc3cccc(c23)C(=O)N1CCCc1n[nH]c(=S)n1-c1ccccc1
    2	5	-9	-8	2	-0.6	13	1.7	3	2
> CC(=O)Nc1cc(NC(C)=O)cc(C(=O)OCC(=O)c2ccc3c(c2)NC(=O)CO3)c1
    -2	-9	-5	2	-4	-1.3	-35	1.2	7	0
> Cc1noc(C)c1CSCC(=O)N(CC(C)C)c1c(N)n(Cc2ccccc2)c(=O)[nH]c1=O
    -2	0	4	-5	-4	-1.9	6	0.3	-1	-5
> O=C(/C=C/c1ccc(Cl)c([N+](=O)[O-])c1)Nc1cccnc1
    -1	0	-2	-6	0	-0.8	30	-0.2	8	-2
> O=C(c1cc2cc(Cl)ccc2[nH]1)N1CCN(c2ccccn2)CC1
    0	-4	3	7	-1	-0.3	13	-2.7	1	4
> COCCNC(=O)/C(C#N)=C/C(C)=C/c1ccccc1
    -2	-1	4	-57	-6	-2.2	1	2.2	-1	-11
> CC(C)N(C(=O)CSc1nnnn1-c1ccc2c(c1)OCO2)C(C)C
    ·	-2	·	·	6	-0.3	13	-2.4	·	-4
> O=C(Nc1ccccc1N1CCCCC1)c1ccc(-c2ccc(Cl)cc2)o1
    -26	-7	7	-1	-4	-1.0	-16	-1.5	1	1
> Cc1cc(Sc2nnc(N)s2)c2ccccc2n1
    -7	-2	6	3	-6	-1.1	-9	0.3	-6	4
> CCCOc1ccc(Cl)cc1Nc1nc(NCCO)nc(N2CCCC2)n1
    -6	0	-7	-1	-3	1.0	24	2.4	-5	-2
> COc1ccc(OC)c(S(=O)(=O)Nc2ccc(C(N)=O)cc2)c1
    3	-2	-9	-4	-2	-1.8	-2	-0.7	-1	10
> CC(C)C(NC(=O)c1ccccc1F)C(=O)NCCc1ccccn1 (stereo not given)
    1	-1	-1	10	-2	-0.3	9	0.0	-2	-7
> COc1ccccc1N(C(=O)c1snc(C(N)=O)c1N)C(C(=O)NC1CCCCC1)c1cccc(OC)c1OC (stereo not given)
    -2	0	-1	-7	-1	-2.9	17	-1.5	1	53*
> Cc1cc(=S)[nH]c2c(C)cccc12
    -2	6	-3	5	-6	-0.8	4	0.1	2	-2
> COc1ccc(/C=N/NC(=O)c2ccc(N(C)S(=O)(=O)c3ccccc3)cc2)cc1OC
    -1	1	-12	-4	1	-1.8	-68	2.4	-5	3
> COc1ccc(NC(=O)C(NC(=O)CNC(C)=O)c2ccc(C)cc2)cc1 (stereo not given)
    -1	-5	4	-4	-2	-0.9	17	0.0	-8	10
> CCOC(=O)C1CCN(C(=O)Cn2nc(C)n3cccc3c2=O)CC1
    -3	7	-5	-4	-2	-2.6	9	1.4	1	-4
> COc1ccc(C(=O)NCCC(=O)NCc2cc(=O)n(C)c(=O)n2C)cc1
    0	-2	6	-6	7	-1.3	30	2.8	-2	-2
> CCOc1ncccc1C(=O)N(CC)CC(=O)NCc1ccc(F)cc1
    2	2	-7	-7	-1	-2.7	·	0.7	2	-7
> COc1ccc(C2(C)NC(=O)N(CC(=O)NCc3ccccc3)C2=O)cc1OC (stereo not given)
    -3	4	0	4	-2	-1.0	3	-0.4	2	0
> O=C(NCc1cn2ccsc2n1)c1c(F)cccc1Cl
    -1	2	-1	1	·	0.5	8	0.8	3	7
> C/C(=C\C(=O)c1ccc(Br)cc1)Nc1cccc(Cl)c1
    -1	4	-6	2	-2	-1.5	54	0.8	1	-2
> OC(COc1ccccc1)CN1CCN(c2cccc(Cl)c2)CC1 (stereo not given)
    -7	-1	-9	1	-6	-1.0	-8	-2.3	-2	1
> Cc1cccc(Oc2ccccc2NC(=O)C2=COCCO2)c1
    -14	-5	1	-7	·	0.3	-22	0.5	-2	1
> CC1CCCN(S(=O)(=O)CCNC(=O)c2ccc3c(c2)OCO3)C1 (stereo not given)
    -2	4	4	3	-4	-1.6	26	-0.2	-2	-5
> CCCC(c1nnnn1Cc1ccco1)N1CCC(C(N)=O)CC1 (stereo not given)
    1	-4	-19	-2	-1	·	17	-1.8	3	4
> Cc1cc(N2CCCC2)ccc1NC(=O)COc1ccc(Cl)cc1
    0	-3	-4	-11	6	-1.2	-76	-1.4	2	8

Random excerpt: 3 records from the list.
Each structure is followed by: DAGLB inh	Keap1 Nrf2 FP	PKA-R2B activ	RTF Ca sens inh	CAL PDZ FP-1	CAL PDZ FP-2	SR-BI DiI-HDL act	LANA DNA inh	cardiac RTF act	Rtt109 HAT inh
> CCCOc1ccc(Cl)cc1Nc1nc(NCCO)nc(N2CCCC2)n1
    -6	0	-7	-1	-3	1.0	24	2.4	-5	-2
> CC(N=C(NS(=O)(=O)c1ccc(Cl)cc1)c1ccccc1)C(=O)O (stereo not given)
    1	4	-2	-6	-3	-1.2	-4	-0.6	1	5
> COc1ccc(OC)c(S(=O)(=O)Nc2ccc(C(N)=O)cc2)c1
    3	-2	-9	-4	-2	-1.8	-2	-0.7	-1	10

New compounds follow.
Each structure is followed by: DAGLB inh	Keap1 Nrf2 FP	PKA-R2B activ	RTF Ca sens inh	CAL PDZ FP-1	CAL PDZ FP-2	SR-BI DiI-HDL act	LANA DNA inh	cardiac RTF act	Rtt109 HAT inh
> COc1ccc(NC(=O)Cn2nnc(C(=O)NCc3cccs3)c2N)cc1
    -1	3	-8	4	0	-2.6	-1	0.2	-2	2
> CC(=O)Oc1ccc2c3c(c(=O)oc2c1)CCCC3
    -2	-8	-4	1	-2	0.5	5	4.9	-8	1
> Cc1cc2c(cc1C)NC(c1cccnc1)C1=C(CC(C)(C)CC1=O)N2 (stereo not given)
    1	-3	2	-15	0	-0.4	-1	1.2	-1	-4
> COc1ccc2c(C)c(CCC(=O)NC3CC3)c(=O)oc2c1C
    -4	3	9	-3	0	-0.8	8	-1.5	3	5
> O=S(=O)(NC1CCCCCC1)c1ccc(Br)s1
    -8	-2	-12	-11	1	-1.7	21	-1.5	-4	-2
> Cc1occc1C(=O)Nc1cccc(C(=O)O)c1
    -2	-1	-3	-1	4	-1.1	41	0.1	1	-3
> Cc1cc(NC(=O)c2cccc(S(=O)(=O)N3CCCCCC3)c2)n(-c2ccccn2)n1
    1	-5	-13	-7	-2	0.8	-82	-1.3	-7	7
> NC(=O)CC(NC(=O)c1ccc(Br)cc1)c1ccc(N2CCN(c3ccc(F)cc3)CC2)c([N+](=O)[O-])c1 (stereo not given)
    7	-5	-8	5	-3	0.1	-4	12	19	-1
> CCOC(=O)N1CCC(c2nc(C)sc2C(=O)O)CC1
    0	3	-17	-8	-2	·	11	-1.9	4	-2
> NC(=O)C1(Nc2ccc(C(=O)O)cc2)CCCC1
    0	-3	-5	0	·	-1.3	3	1.7	-5	7
> Cc1ccc(N(C(=O)C(F)(F)F)C(C(=O)NC2CCCCC2)c2ccncc2)cc1C (stereo not given)
    2	-5	6	-18	-3	-1.0	14	0.0	0	-4
> O=C(CN1C(=O)NC2(CCCCC2)C1=O)Nc1cc(C(F)(F)F)ccc1N1CCOCC1
    0	1	-12	-8	-3	-2.3	-17	-0.1	-9	3
> O=C(CCCCC(=O)Nc1ccccc1)Nc1ccccc1
    -2	2	4	-1	-3	-0.3	-4	1.2	-3	-12
> CC1(C)CC(=O)C=C(c2cccc(CO)c2)C1
    0	-5	-8	4	-3	-0.7	13	-1.3	1	-4
> CCOC(=O)Cn1c2ccccc2n2nc(CCC(=O)O)c(=O)nc12
    0	-6	4	-11	-3	-2.7	17	0.5	9	2
> CCOC(=O)[C@@H]1[C@H]2COc3cc(OC)ccc3[C@@H]2N2C(=O)N(c3cccc(F)c3)C(=O)[C@]12C
    -5	-3	-3	-2	-1	1.2	4	-1.6	1	5
> O=C(c1ccco1)N1CCCN(Cc2nc(Cc3ccccc3)no2)CC1
    1	-4	-5	-9	2	-0.8	7	-0.5	4	-7
> O=C(N/N=C/c1ccc2c(c1)OCO2)c1ccc(COc2cccc3cccnc23)cc1
    -6	-4	-5	-4	·	0.0	-76	-1.2	3	-4
> O=C(c1ccc2nc3ccc(Cl)cc3c(=O)n2c1)N1CCOCC1
    -1	-1	5	-7	-4	-1.7	21	0.9	11	-39
> Cc1cc(C)cc(N(CC(=O)Nc2ccc(-c3nc4ccc(C)cc4s3)cc2)S(C)(=O)=O)c1
    -4	0	-2	-13	-1	-1.3	-38	1.5	2	0
> O=C(NCCCCc1ccccc1)c1ccccc1F
    -3	-2	1	0	-3	20	1	1.5	-3	-11
> CCN(C(=O)CSc1nnc(-c2cccs2)n1CC)C1CCS(=O)(=O)C1 (stereo not given)
    3	6	14	2	-7	-0.1	21	0.6	-1	-5
> COC(=O)c1sccc1NC(=O)Nc1cccc(C)c1C
    -1	-4	6	2	-3	-2.5	-24	0.2	0	-5
> O=C(Nc1ccc(S(=O)(=O)N2CCOCC2)cc1)c1ccc(Cl)s1
    -4	-3	1	-2	-3	-4.0	-10	0.2	0	1
> CCOC(=O)CN(C(=O)COc1ccc2c(C)cc(=O)oc2c1)c1ccc(OCC)cc1
    -1	-1	2	-8	-1	-2.1	9	0.4	-7	1
> CCOc1ccc(N=C2NC(=O)/C(=C/C(=O)OC)S2)cc1
    1	-2	-13	-6	-4	-0.5	-3	-2.2	2	-22
> Cc1ccc(C(=O)Nc2ccc(S(=O)(=O)NC3=NCCCCC3)cc2)cc1S(=O)(=O)N1CCOCC1
    -4	0	-8	-1	·	-2.2	-30	-1.4	-5	4
> Cc1ccc(C)c(NC(=O)CN(C)C(=O)c2cccc(S(=O)(=O)N3CCN(Cc4ccccc4)CC3)c2)c1
    1	-3	-3	-2	3	-0.5	-17	-2.2	-1	17
> CC1CC(C)CN(C(=O)COC(=O)c2ccc([N+](=O)[O-])o2)C1 (stereo not given)
    2	-5	-1	2	·	1.2	-2	3.1	-7	-2
> CCOc1ccc(CN(C)C(=O)CCc2ccc(S(=O)(=O)N3CCCCCC3)cc2)cc1
    -10	-9	-6	-3	-6	-2.4	·	-2.6	4	·
> COC(=O)c1ccc(CN(C(C)=O)c2ccccc2)o1
    3	-4	-2	2	-4	-3.2	-3	0.2	-1	6
> Cc1c(C(=O)NCc2ccco2)cccc1[N+](=O)[O-]
    0	1	-10	-16	-1	0.2	9	3.3	15	0
